Screens: PubChem, several laboratories
V-ATPase pH – alters yeast V-ATPase proton transport | S. cerevisiae, pHLuorin cytosolic pH fluorescence | response, % at 10 µM | actives 0.37% (n = 350,000); in the data active means response mostly above about 7.3%, no sharp cut-off; inactive means mostly below about 5.4%; further: actives read high; inactives centre near 0; some compounds called inactive have numbers as strong as hits; reference of the scale not given here
RTF Ca sens act – cardiac RTF calcium sensitization. activation, % at 7.2 µM. AID 493008. actives 0.24% (n = 340,000). P19429+P45379. IANBD-labeled TnC RTF fluorescence at EC20 calcium; 0% EC20 calcium, 100% full calcium;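 active means activation above the mean over all tested compounds plus 3 SD, cut at about 30% in these data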;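 further: rise in fluorescence read as greater calcium sensitivity of cardiac thin filaments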
LANA DNA inh – blocks KSHV LANA C-terminal domain binding to DNA. actives 0.078% (n = 340,000). inhibition, % at 9 µM. MBP-C-LANA/FAM-LBS DNA binding, fluorescence polarization;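 active means highest replicate inhibition at or above 60% at 9 µM, even if other replicates fall short; inactive means all replicates below 60% inhibition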;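 further: 0% = neutral control wells and 100% = 4 µM acridine orange control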
HTR5A inv ag – HTR5A inverse agonism, opioid heterodimer counter-screen. HTR5A cell line, luminescence. P47898. actives 0.083% (n = 340,000). inhibition, % at 9.3 µM; in the data active means inhibition mostly above about 23%, no sharp cut-off; inactive means mostly below about 18%;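 further: 0% = cells with DMSO and 100% = no-cell wells with DMSO; some compounds called inactive have numbers as strong as hits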
OPRM1-OPRD1 inv – inverse agonists of human mu-delta opioid receptor heterodimerization; P35372+P41143; cell-based MOR-DOR heterodimer luminescence, inverse agonism; inhibition, % at 9.3 µM; actives 0.21% (n = 340,000); AID 504357; in the data active means inhibition above about 22%, passing the limit was not always enough;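 further: 0% = cells with DMSO and 100% = wells without cells with DMSO; values of inactives mirror those of a sister screen read the other way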
Target sequence (P35372 whole entry, looked up): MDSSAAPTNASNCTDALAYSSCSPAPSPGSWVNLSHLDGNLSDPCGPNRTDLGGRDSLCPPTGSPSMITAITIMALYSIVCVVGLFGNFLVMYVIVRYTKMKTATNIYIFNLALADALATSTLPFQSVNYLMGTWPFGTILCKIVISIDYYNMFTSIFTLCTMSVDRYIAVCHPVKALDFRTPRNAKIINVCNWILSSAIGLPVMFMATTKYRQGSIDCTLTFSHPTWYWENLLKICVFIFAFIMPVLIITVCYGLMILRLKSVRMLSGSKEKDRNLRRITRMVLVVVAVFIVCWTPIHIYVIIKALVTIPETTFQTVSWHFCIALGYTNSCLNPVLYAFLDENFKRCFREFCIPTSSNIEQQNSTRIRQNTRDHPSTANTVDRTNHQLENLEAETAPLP
Target sequence (P41143 whole entry, looked up): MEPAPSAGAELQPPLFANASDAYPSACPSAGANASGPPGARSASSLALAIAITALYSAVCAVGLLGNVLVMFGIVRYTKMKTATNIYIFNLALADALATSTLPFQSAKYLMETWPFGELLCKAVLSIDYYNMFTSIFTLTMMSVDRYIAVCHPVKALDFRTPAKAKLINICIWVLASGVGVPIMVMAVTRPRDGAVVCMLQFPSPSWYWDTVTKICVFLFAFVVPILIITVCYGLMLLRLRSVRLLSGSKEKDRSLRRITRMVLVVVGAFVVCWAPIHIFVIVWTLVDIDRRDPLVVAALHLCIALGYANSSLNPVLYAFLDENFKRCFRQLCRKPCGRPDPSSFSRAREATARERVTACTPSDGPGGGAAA
OPRM1-OPRD1 ag – OPRM1-OPRD1 heterodimerization agonism | P35372+P41143 | cells, luminescence | activation, % at 9.3 µM | actives 0.3% (n = 340,000); in the data active means activation above about 18%;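 further: 0% = vehicle-treated cells and 100% = reference agonist; values of inactives mirror those of a sister screen read the other way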
HTR5A ag – counter-screen for OPRM1-OPRD1 agonists: human HTR5A agonism; P47898; HTR5A agonist assay, luminescence, cell-based; activation, % at 9.3 µM; actives 0.61% (n = 340,000); in the data active means activation mostly above about 9.5%, no sharp cut-off; inactive means mostly below about 7.6%;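 further: 0% = cells with vehicle only and 100% = reference agonist; strong numbers were not always called active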
CAL PDZ FP – blocks peptide binding to the human CAL PDZ domain; actives 0.92% (n = 300,000); purified CAL PDZ, TMR-peptide fluorescence polarization, 1 h; inhibition, % at 24.9 µM;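 active means mean inhibition of at least 30% with at least half of replicates also reaching 30%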;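 further: 0% = DMSO neutral control and 100% = excess unlabeled competitor peptide PRC23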
Cardiac RTF inh – cardiac RTF calcium desensitization | IANBD-labeled cardiac RTF, Ca2+ fluorescence | inhibition, % at 7.15 µM | actives 0.12% (n = 340,000) | P19429+P45379;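 active means inhibition above the mean inhibition of all tested compounds plus 3 SD, cut at about 17% in these data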;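 further: assay run at fixed EC70 calcium of 1.6 mM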
Keap1-Nrf2 PPI – disrupts human Keap1 binding to Nrf2 peptide. actives 0.15% (n = 340,000). inhibition, % at 9.4 µM. AID 504523. Keap1 Kelch-Nrf2 peptide fluorescence polarization, 1536-well. Q14145; in the data active means inhibition above about 12%;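 further: human Keap1 Kelch domain with fluorescein labeled Nrf2 9mer peptide probe; 0% = neutral control wells and 100% = peptide positive control; higher means more block of Keap1 binding to Nrf2 peptide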
The depositor's hits bear a star; . = no result given. Rows were taken by chance; overall some 2.8% were active at least once.

SMILES	V-ATPase pH	RTF Ca sens act	LANA DNA inh	HTR5A inv ag	OPRM1-OPRD1 inv	OPRM1-OPRD1 ag	HTR5A ag	CAL PDZ FP	Cardiac RTF inh	Keap1-Nrf2 PPI
COc1ccc(CCNC(=O)CCS(=O)(=O)c2ccc3c(c2)CCN3C(C)=O)cc1OC	-4	-6	0.0	6	14	-2.5	2	-2	-5	-2
COc1ccc(C2C(C#N)=C(N)Oc3c2oc(CO)cc3=O)cc1 (configuration not stated)	7	2	-3.5	-2	7	-1.4	9	-3	-13	1
CCOc1ccc(N(C)S(=O)(=O)c2csc(C(N)=O)c2)cc1	5	2	1.1	-11	22	-4.4	3	-12	-9	2
CN(CC(=O)Nc1ccccc1Cl)C(=O)c1ccccc1SCC(=O)N1CCCC1	3	-5	-8.5	-15	0	0.0	5	-2	2	2
CCC(=O)NC(=S)Nc1ccc(NC(=O)c2cc3ccccc3o2)c(OC)c1	0	.	0.5	.	.	.	.	0	.	1
Cc1cc(C)cc(N(CC(=O)Nc2ccccc2-c2ccccc2)S(=O)(=O)c2ccccc2)c1	3	1	0.1	-2	4	-0.8	2	1	-4	-1
O=C(NCCCN1CCN(c2ccccc2F)CC1)C1CC(=O)N(C2CCCC2)C1 (configuration not stated)	1	-2	0.5	-26	-4	0.7	9	.	-3	-10
O=C(CN1CCN(S(=O)(=O)c2ccc(Br)cc2)CC1)N/N=C/c1ccc(Br)s1	1	6	0.1	-15	-31	6.5	9	-5	-15	-3
Nc1nc(CSc2ncccn2)nc(Nc2ccccc2)n1	1	4	-0.5	-1	1	-0.1	1	-2	-3	-10
CCCCOc1ccc(-c2nc(=S)[nH][nH]2)cc1	-2	-3	-0.2	-36	-2	0.4	0	-3	-2	-6
Cc1ccc(S(=O)(=O)NCCCn2ccnc2)cc1	1	1	-0.6	-13	6	-1.1	5	0	-7	3
O=C(CSc1nc2ccccc2s1)Nc1cc(C(=O)O)cc(C(=O)O)c1	-2	2	1.8	-5	-3	0.6	-2	0	-2	1
COc1ccccc1-n1cc(-c2ccccc2)[nH]c1=S	-2	1	0.0	-19	13	-2.6	5	-4	-9	-5
S=C(c1ccc(Cl)cc1)N1CCN(Cc2ccccc2)CC1	4	-1	-0.5	-9	-3	0.6	3	2	0	4
Cc1ccc(C)c(Oc2ncnc(N)c2[N+](=O)[O-])c1	-3	4	-3.6	2	13	-2.5	-1	-4	5	-5
Cc1ccc(C(=O)N(CCC2=CCCCC2)c2c(N)n(Cc3ccccc3)c(=O)[nH]c2=O)o1	3	-7	1.7	19	8	-1.5	1	6	1	4
CC(C)c1ccc(C2(O)C(=O)Nc3cc(Br)ccc32)c(O)c1 (configuration not stated)	3	4	0.4	8	10	-2.0	-2	-1	-3	-1
CCOc1ccc(S(=O)(=O)N2CCN(C(=O)c3cccnc3)CC2)cc1	1	0	1.1	0	10	-1.4	1	-4	-5	4
O=C(O)CN1C2=NCCCN2c2ccccc21	0	6	0.5	7	16	-2.8	-3	-5	-16	-3
Nc1cc([N+](=O)[O-])ccc1Nc1ccc(O)cc1	-2	-7	-2.3	-1	-1	0.1	0	-3	-4	-4
COCCn1c(C)cc(C2=NNC(=NC(C)(C)C)SC2)c1C	-1	-4	0.1	-8	10	-2.1	2	.	-4	-7
Cc1cccc(Cl)c1NC(=S)NN	-2	4	-0.5	9	8	-1.6	13*	-3	-1	-3
CC1(C)Cc2ccccc2C2=C(C(=O)N3CCCCCC3)C(=O)C(=O)N21	1	3	0.5	18	1	-0.2	-7	0	-4	1
Clc1ccc(SCCCCn2cncn2)cc1	-6	-6	0.7	-4	1	-0.1	2	1	2	-1
CCN(CC)S(=O)(=O)c1ccc(C)c(NC(=O)CSc2ncc(C(F)(F)F)cc2Cl)c1	0	-4	-0.1	-36	-43	6.9	8	0	-1	-7

Compound profiles (already shown):
Entry for Clc1ccc(SCCCCn2cncn2)cc1 → V-ATPase pH = -6; RTF Ca sens act = -6; LANA DNA inh = 0.7; HTR5A inv ag = -4; OPRM1-OPRD1 inv = 1; OPRM1-OPRD1 ag = -0.1; HTR5A ag = 2; CAL PDZ FP = 1; Cardiac RTF inh = 2; Keap1-Nrf2 PPI = -1
Entry for CN(CC(=O)Nc1ccccc1Cl)C(=O)c1ccccc1SCC(=O)N1CCCC1 → V-ATPase pH = 3; RTF Ca sens act = -5; LANA DNA inh = -8.5; HTR5A inv ag = -15; OPRM1-OPRD1 inv = 0; OPRM1-OPRD1 ag = 0.0; HTR5A ag = 5; CAL PDZ FP = -2; Cardiac RTF inh = 2; Keap1-Nrf2 PPI = 2

By substructure, the entries above with a Cl atom
SMILES	V-ATPase pH	RTF Ca sens act	LANA DNA inh	HTR5A inv ag	OPRM1-OPRD1 inv	OPRM1-OPRD1 ag	HTR5A ag	CAL PDZ FP	Cardiac RTF inh	Keap1-Nrf2 PPI
CN(CC(=O)Nc1ccccc1Cl)C(=O)c1ccccc1SCC(=O)N1CCCC1	3	-5	-8.5	-15	0	0.0	5	-2	2	2
S=C(c1ccc(Cl)cc1)N1CCN(Cc2ccccc2)CC1	4	-1	-0.5	-9	-3	0.6	3	2	0	4
Cc1cccc(Cl)c1NC(=S)NN	-2	4	-0.5	9	8	-1.6	13*	-3	-1	-3
Clc1ccc(SCCCCn2cncn2)cc1	-6	-6	0.7	-4	1	-0.1	2	1	2	-1
CCN(CC)S(=O)(=O)c1ccc(C)c(NC(=O)CSc2ncc(C(F)(F)F)cc2Cl)c1	0	-4	-0.1	-36	-43	6.9	8	0	-1	-7

Following part.
SMILES	V-ATPase pH	RTF Ca sens act	LANA DNA inh	HTR5A inv ag	OPRM1-OPRD1 inv	OPRM1-OPRD1 ag	HTR5A ag	CAL PDZ FP	Cardiac RTF inh	Keap1-Nrf2 PPI
O=C1Nc2ccccc2/C1=N\c1sc2c(c1C(=O)Nc1ccccc1)CCCC2	1	3	-0.5	9	30	-6.8	-3	0	-7	-6
CC(Nc1ccc(F)cc1)=[N+](C)CCNS(=O)(=O)c1ccc(Cl)cc1	1	-3	0.3	-4	4	-1.0	2	-6	-2	-4
O=C(CCc1n[nH]c(=O)[nH]c1=O)N/N=C/c1ccc(Br)o1	6	-6	-0.1	5	-4	0.6	-2	-1	-29	-3
COc1cccc(C(=O)Nc2ccc(NC(=O)c3cc4ccccc4o3)c(OC)c2)c1	-2	2	13	-50	-36	7.3	13*	-3	0	-5
COC(=O)c1cccc([N+](=O)[O-])c1CN1CCCC(C(N)=O)C1 (configuration not stated)	-2	3	-0.9	-20	9	-1.9	1	-1	-4	-3
COCCN1Cc2cccc(C(=O)NC3CCCCCC3)c2C1=O	-1	2	-1.9	-7	8	-1.4	2	16	-7	-1
Cc1ccc[n+](C(C)C(=O)c2ccc(Cl)cc2)c1 (configuration not stated)	4	0	0.1	-6	14	-2.9	2	-3	-2	-2
O=C(Nc1ccc([N+](=O)[O-])cc1)Nc1ccon1	-6	4	-1.6	3	21	-4.0	-3	-1	-1	-1
CC(=O)Nc1ccc(S(=O)(=O)N(Cc2ccccc2)c2ccccc2)cc1	1	8	0.0	9	20	-4.0	-3	-3	4	-2
Cc1nc(N)nc(N)c1-c1ccc(Cl)c(Cl)c1	-87	1	0.5	-3	8	-1.5	1	-1	-8	-3
COCC(C)NC(=O)c1cc(-c2ccc(OC)c(OC)c2)on1 (configuration not stated)	-2	5	0.2	13	3	-0.5	0	2	-3	-2
CCN1CCN(c2cc(C)c3cc(NC(=S)N4CCN(c5ccccc5)CC4)ccc3n2)CC1	2	-3	-0.7	8	-24	4.6	0	1	-11	0
[O-]/[N+](=C\c1cccc(Br)c1)c1ccccc1	-2	-9	-0.8	-1	9	-1.3	0	-6	4	0
COc1cccc(N2CCN(CC(=O)Nc3nc4c(s3)CC(C)CC4)CC2)c1 (configuration not stated)	3	-4	12	-22	-9	1.6	3	1	4	0
Cc1ccc(N(C)S(=O)(=O)c2ccc(-c3ccc(=O)[nH]n3)s2)cc1C	-2	-2	0.6	-9	-19	3.9	2	-2	-6	-1
O=C(CSc1ncccn1)NCc1ccc2c(c1)OCO2	1	-2	-0.6	-23	9	-1.4	8	-3	1	-3
Cc1cc(C)c(C)c(S(=O)(=O)N2CCN(C(=O)c3ccccc3OCc3c(C)noc3C)CC2)c1C	0	-2	-0.3	8	-5	1.2	-3	-3	-4	-2
O=C1N[C@@H](Cc2ccccc2)C(=O)N2CCC[C@@H]12	0	-7	3.8	4	16	-3.4	-1	-3	3	-7
Cc1ccc(C(=O)NNC(=O)Cn2nnc3ccccc32)cc1	3	3	0.8	2	8	-1.4	2	-3	-12	-3
CCOc1ccc(C(c2c(O)nc(SC)n(C)c2=O)c2c(O)nc(SC)n(C)c2=O)cc1	2	1	0.6	-30	-5	1.1	1	.	-9	4
COCCCN(Cc1ccco1)C(=O)CSc1nc2ncccc2[nH]1	4	2	-0.4	-14	7	-1.3	-5	3	-5	0
O=C(NC1CCCCC1)Nn1c(-c2ccccc2)nc2ccccc2c1=O	0	-6	0.3	-8	8	-1.3	-1	-4	-59	-4
CCN(CC)c1ccc(CNc2nc3ccccc3n2C(C)C)cc1	1	-4	-1.2	-15	5	-0.9	4	5	-12	2
O=C1C=C(NC2CCCC2)CC(c2ccccc2)C1 (configuration not stated)	0	.	0.6	.	.	.	.	3	.	-2
CC(NCC(O)COc1ccc(S(=O)(=O)N2CCOCC2)cc1)c1ccccc1 (configuration not stated)	2	0	0.8	-12	5	-1.0	-3	-4	4	-6
COc1ccc(-c2cc3ccccc3n2CC(O)CN2CCOCC2)cc1 (configuration not stated)	9	8	3.3	-7	0	0.0	0	-2	-9	-5
CC1CCCC(C)N1C(=O)c1cc(-c2cccs2)on1 (configuration not stated)	0	3	-2.3	-3	13	-2.5	-4	.	-4	1
